# HRas wt GTP bind: changes GTP binding to wildtype human HRas. P01112. GST-Ras wt beads, Bodipy-FL-GTP binding, flow cytometry; actives lie on both sides. GTP binding activity, % at 10 µM. actives 0.14% (n = 190,000). AID 759;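 active = GTP binding activity at least 20% away from the 100% baseline, either lowered as inhibitor or raised as activator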;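 also: 0% = unlabeled GTP competition control and 100% = no-compound control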
# Target sequence (P01112 whole entry, looked up): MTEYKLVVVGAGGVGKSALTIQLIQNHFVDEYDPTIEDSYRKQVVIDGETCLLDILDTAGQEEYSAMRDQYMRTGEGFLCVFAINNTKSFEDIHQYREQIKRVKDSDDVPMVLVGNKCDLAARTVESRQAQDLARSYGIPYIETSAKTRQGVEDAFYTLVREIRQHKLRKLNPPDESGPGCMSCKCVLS
# Rab7 wt GTP bind: alters GTP binding to wildtype dog Rab7. AID 758. GST-Rab7 beads, fluorescent GTP binding, flow cytometry; actives lie on both sides; untreated = 100%, excess cold GTP = 0%. actives 0.055% (n = 190,000). GTP binding activity (percent of control), % at 10 µM;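 active = fluorescent GTP binding to Rab7 beads changed by at least 20 points from the 100% baseline, either direction, mostly lower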;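 also: median green fluorescence of bound Bodipy-FL-GTP per Rab7 bead population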
# Rab2 wt GTP: changes GTP binding to wildtype dog Rab2A, up or down; P61105; GST-Rab2 wt beads, Bodipy-GTP binding, flow cytometry; actives 0.19% (n = 190,000); GTP binding activity, % at 10 µM;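 active = GTP binding activity at least 20 points away from 100%, either lowered or raised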;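 also: 0% = beads with excess unlabeled GTP and 100% = no-compound control corrected for plate trend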
# Pf gamet viab: inhibitors of late stage P. falciparum gametocyte viability. P. falciparum stage V gametocytes, ATP luminescence, 24 h. inhibition, % at 10.9 µM. actives 0.065% (n = 150,000). AID 743093;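 active = inhibition above the mean plus 3 SD of compounds within the control limits, set per campaign, cut at about 38% in these data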;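 also: 0% = DMSO wells and 100% = medium only without gametocytes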
# Rac1 wt modul: modulators of human Rac1 wildtype GTP binding | actives 0.27% (n = 190,000) | GTP binding activity (% of control), % at 10 µM | GST-Rac1 beads, fluorescent GTP binding, flow cytometry; actives lie on both sides; 0 = cold GTP competed, 100 = untreated;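 active = GTP binding activity at least 20 points away from the 100% control level, either lower or higher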
# Rac1 act GTP bind: modulators of GTP binding to human Rac1 activated mutant; P63000; GST-Rac1 activated beads, fluorescent GTP binding, flow cytometry; actives lie on both sides; 100% means binding = to untreated wells; percent activity (GTP binding), % at 10 µM; actives 0.11% (n = 190,000); AID 764;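 active = GTP binding at least 20 percentage points away from the 100% baseline, in either direction, so actives lie on both sides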
# RGS8-Gao: human RGS8-Galphao interaction regulation; actives 0.34% (n = 220,000); multiplexed bead flow cytometry, RGS8-Galphao binding; actives lie on both sides; P09471; response (percent of control binding), % at 10 µM; AID 1423; in the data active = response below about 60% or above about 140%; inactive = in between;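 also: Galphao activated as the GDP aluminium fluoride complex binding bead-coupled RGS8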
# Target sequence (P09471 whole entry, looked up): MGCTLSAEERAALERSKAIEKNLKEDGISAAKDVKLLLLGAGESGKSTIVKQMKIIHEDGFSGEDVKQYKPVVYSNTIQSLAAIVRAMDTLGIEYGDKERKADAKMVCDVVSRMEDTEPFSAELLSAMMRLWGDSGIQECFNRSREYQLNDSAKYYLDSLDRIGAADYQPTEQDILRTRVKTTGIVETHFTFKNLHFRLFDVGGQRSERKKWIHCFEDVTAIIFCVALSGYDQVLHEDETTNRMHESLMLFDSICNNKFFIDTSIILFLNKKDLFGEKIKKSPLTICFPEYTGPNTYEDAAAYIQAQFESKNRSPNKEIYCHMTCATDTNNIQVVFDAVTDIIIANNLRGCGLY
# Mcl-1 Bim block: disrupts Bim peptide binding to human Mcl-1; Q07820; Bead-based flow cytometry, Bim peptide-Mcl-1 binding; inhibition, % at 10 µM; actives 0.1% (n = 190,000); in the data active = inhibition above about 40%;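 also: 0% = no compound tracer wells and 100% = peptide blocker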
# Target sequence (Q07820 whole entry, looked up): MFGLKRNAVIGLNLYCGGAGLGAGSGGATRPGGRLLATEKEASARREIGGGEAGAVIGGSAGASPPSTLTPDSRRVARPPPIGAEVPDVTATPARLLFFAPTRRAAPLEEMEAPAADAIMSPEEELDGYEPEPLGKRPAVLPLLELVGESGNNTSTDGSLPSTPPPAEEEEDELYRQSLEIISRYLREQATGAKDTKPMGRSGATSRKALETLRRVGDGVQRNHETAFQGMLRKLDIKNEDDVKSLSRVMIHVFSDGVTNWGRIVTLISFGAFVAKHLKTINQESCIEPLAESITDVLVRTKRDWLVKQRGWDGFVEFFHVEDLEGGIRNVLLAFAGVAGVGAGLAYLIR
# Mcl1-Bid inh: disrupts binding of human Mcl-1 to Bid peptide; Q07820; TR-FRET Mcl-1/Bid-Dy647 peptide binding, 1536-well; inhibition, % at 21.7 µM; AID 1021; actives 0.97% (n = 220,000);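 active = compounds that cut the binding signal by more than half at the single screening dose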;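 also: His-tagged Mcl-1 with europium anti-His antibody binding Bid BH3 peptide; 0% = Mcl-1 plus peptide wells and 100% = peptide-only wells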
# Mcl1 Noxa PPI: disrupts binding of human Mcl-1 to Noxa peptide; Q07820; TR-FRET Mcl-1/Noxa peptide binding, 2 h; inhibition, % at 21.7 µM; actives 1.5% (n = 220,000); AID 1022;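 active = compounds that cut the protein-peptide binding signal by more than 50% relative to plate controls in a single-dose test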;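 also: His-tagged Mcl-1 with rhodamine Noxa BH3 peptide and terbium anti-His antibody; 0% = Mcl-1 plus Noxa peptide wells and 100% = peptide-only wells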
# Cdc42 wt GTP: changes GTP binding to wildtype human Cdc42; actives 0.2% (n = 190,000); AID 761; percent activity (GTP binding), % at 10 µM; P60953; GST-Cdc42 beads, Bodipy-GTP binding, flow cytometry; actives lie on both sides;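 active = percent activity GTP binding at least 20 points away from the 100% baseline, either down as inhibitor or up as activator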;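 also: median bead fluorescence of bound Bodipy-FL-GTP at 100 nM; 0% = excess unlabeled GTP control and 100% = no compound control; below 100% means less GTP binding so inhibitor and above means activator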
# Target sequence (P60953 whole entry, looked up): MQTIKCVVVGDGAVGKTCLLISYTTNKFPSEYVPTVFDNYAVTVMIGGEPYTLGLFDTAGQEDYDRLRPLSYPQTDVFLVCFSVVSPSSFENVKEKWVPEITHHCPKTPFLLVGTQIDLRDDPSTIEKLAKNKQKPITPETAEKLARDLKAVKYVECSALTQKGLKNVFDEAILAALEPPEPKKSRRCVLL
# The depositor's hits bear a star; / = no result given.
1. O=C(NNc1ccccc1)C(=O)NNS(=O)(=O)c1ccc([N+](=O)[O-])cc1
2. O=C(NCc1ccccc1)c1ccc(CN2CCOCC2)cc1
3. COC(=O)[C@H](CCSC)NC(=O)NCCc1ccc(F)cc1
4. O=C(COc1ccc(/C=N/NC(=O)C(=O)N2CCCCC2)cc1)Nc1ccccc1Cl
5. COc1ccc(NC(=O)Cn2c(=O)n(-c3ccc(CC(=O)NCc4ccco4)cc3)c(=O)c3ccccc32)cc1
6. Cc1cc(Br)ccc1SCC(=O)OCC(=O)NCc1ccc2c(c1)OCO2
7. COC(=O)c1ccc2c(=O)n(Cc3ccco3)c(SCC(=O)Nc3ccccc3Cl)nc2c1
8. CCOC(=O)Nc1ccc2c(COC(=O)CNS(=O)(=O)c3ccc(NC(C)=O)cc3)cc(=O)oc2c1

assay / entry	1	2	3	4	5	6	7	8
HRas wt GTP bind	94	100	101	101	96	97	102	96
Rab7 wt GTP bind	91	99	101	106	93	96	103	103
Rab2 wt GTP	93	101	101	102	94	96	101	96
Pf gamet viab	4	/	-9	19	-2	/	12	-4
Rac1 wt modul	95	99	104	102	94	99	104	98
Rac1 act GTP bind	94	97	101	95	92	96	101	93
RGS8-Gao	105	102	101	102	103	104	97	104
Mcl-1 Bim block	-1	2	-3	3	-1	-8	2	0
Mcl1-Bid inh	-27	-8	-35	-11	-22	-10	-15	2
Mcl1 Noxa PPI	14	16	7	27	7	9	-11	8
Cdc42 wt GTP	93	100	102	99	95	97	101	98

# Reprinted at random: 5 records from the list
5. COc1ccc(NC(=O)Cn2c(=O)n(-c3ccc(CC(=O)NCc4ccco4)cc3)c(=O)c3ccccc32)cc1
2. O=C(NCc1ccccc1)c1ccc(CN2CCOCC2)cc1
6. Cc1cc(Br)ccc1SCC(=O)OCC(=O)NCc1ccc2c(c1)OCO2
4. O=C(COc1ccc(/C=N/NC(=O)C(=O)N2CCCCC2)cc1)Nc1ccccc1Cl
7. COC(=O)c1ccc2c(=O)n(Cc3ccco3)c(SCC(=O)Nc3ccccc3Cl)nc2c1

assay / entry	5	2	6	4	7
HRas wt GTP bind	96	100	97	101	102
Rab7 wt GTP bind	93	99	96	106	103
Rab2 wt GTP	94	101	96	102	101
Pf gamet viab	-2	/	/	19	12
Rac1 wt modul	94	99	99	102	104
Rac1 act GTP bind	92	97	96	95	101
RGS8-Gao	103	102	104	102	97
Mcl-1 Bim block	-1	2	-8	3	2
Mcl1-Bid inh	-22	-8	-10	-11	-15
Mcl1 Noxa PPI	7	16	9	27	-11
Cdc42 wt GTP	95	100	97	99	101

# The results go on:
9. Cc1ccc(NC(=O)CN(C)S(=O)(=O)c2ccc(Br)s2)cc1F
10. Cc1ccsc1C(C(=O)NC1CCCCC1)N(C(=O)Cc1cccs1)C1CC1 (stereo not given)
11. O=C1Nc2ccc(S(=O)(=O)NCC3CCCO3)c3cccc1c23 (stereo not given)
12. CC(C)C(=O)Nc1ccc(S(=O)(=O)Nc2ccccn2)cc1
13. Cc1ccc(COc2ccsc2C(=O)NN)cc1
14. COc1cc(OC)c(OC)cc1/C=N/NC(=O)C[n+]1ccccc1
15. COc1ccc(-c2nc(N)n[nH]2)cc1
16. Fc1ccc(C(c2nnnn2Cc2cccs2)N2CCN(C3CCCCC3)CC2)cc1 (stereo not given)

assay / entry	9	10	11	12	13	14	15	16
HRas wt GTP bind	97	106	97	95	93	99	104	101
Rab7 wt GTP bind	97	101	103	100	96	94	104	98
Rab2 wt GTP	95	105	98	98	96	97	103	100
Pf gamet viab	-17	/	-3	/	18	-28	/	/
Rac1 wt modul	101	102	97	91	94	102	107	102
Rac1 act GTP bind	99	101	93	94	93	98	103	100
RGS8-Gao	101	102	98	99	99	101	103	101
Mcl-1 Bim block	-4	-4	0	1	-4	-5	0	0
Mcl1-Bid inh	-4	-22	-12	-20	-11	-4	5	-17
Mcl1 Noxa PPI	13	-14	-8	-13	1	-9	-2	17
Cdc42 wt GTP	98	106	101	95	91	101	105	102

17. Cc1ccc(-c2nn(-c3ccccc3)cc2C=O)o1
18. N#CCCN(C(=O)c1ccco1)c1ccccc1
19. O=C(N/N=C/c1ccc2ccccc2c1)c1ccc(COc2ccc3c(c2)CCC3)o1
20. Cc1cn(-c2ccc(Br)cc2)[nH]c1=O
21. COc1ccc(C2CC(c3ccc(C)cc3)Nc3nc(N)nn32)cc1 (stereo not given)
22. Cc1c(-c2nnc(-c3ccc(C(F)(F)F)cc3)o2)cnn1-c1ccccc1
23. COc1ccc(CNC(=O)c2c(-c3cc(Cl)c(OC)c(Cl)c3)noc2C)cc1
24. CCOc1ccccc1NC(=O)CN(C)S(=O)(=O)c1cccc2nsnc12

assay / entry	17	18	19	20	21	22	23	24
HRas wt GTP bind	95	104	91	103	100	103	97	95
Rab7 wt GTP bind	90	100	91	103	100	104	95	103
Rab2 wt GTP	95	103	88	106	99	101	98	102
Pf gamet viab	-9	/	-8	-11	/	/	/	/
Rac1 wt modul	96	109	94	108	108	107	97	94
Rac1 act GTP bind	95	102	89	100	100	100	96	98
RGS8-Gao	108	99	100	106	99	100	107	102
Mcl-1 Bim block	0	-5	-1	1	0	2	0	3
Mcl1-Bid inh	-26	-16	14	-8	-10	-17	0	88*
Mcl1 Noxa PPI	35	-5	40	38	-3	-10	-9	8
Cdc42 wt GTP	94	107	91	105	101	105	99	94

25. CCOc1cc(C2C(C(=O)N3CCCCC3)=C(C)NC3=C2C(=O)CCC3)cc(Br)c1O (stereo not given)
26. Cc1cc(C(F)(F)F)nn1-c1nc(-c2ccco2)cc(C(F)(F)F)n1
27. COc1ccc(N(CC(=O)N/N=C(\C)c2cccs2)S(=O)(=O)c2ccccc2)cc1Cl
28. CCCCCCCCOC(=O)CCn1[nH]c(=O)c2ccccc2c1=O
29. CSc1ccccc1NC(=O)COC(=O)c1ccccc1O
30. O=C(NC1CCNCC1)C1CC1
31. OCCSc1nc(-c2cccnc2)nc2ccccc12
32. Cc1ccc2c(c1)-c1c(cnn1CC(=O)O)CO2

assay / entry	25	26	27	28	29	30	31	32
HRas wt GTP bind	101	107	101	100	99	99	99	105
Rab7 wt GTP bind	102	103	102	101	96	103	98	103
Rab2 wt GTP	103	106	97	100	103	100	96	103
Pf gamet viab	12	/	1	/	/	-3	/	-35
Rac1 wt modul	107	105	98	97	99	96	101	107
Rac1 act GTP bind	102	101	94	97	96	96	95	102
RGS8-Gao	104	102	114	100	100	99	101	107
Mcl-1 Bim block	0	0	1	-1	-1	-1	0	0
Mcl1-Bid inh	-18	-3	-5	-23	-6	-23	-1	0
Mcl1 Noxa PPI	7	11	-10	-15	-4	18	8	23
Cdc42 wt GTP	105	105	96	98	102	100	101	107

33. CC(=O)Oc1cccc(-c2nc3ccccc3c(=O)o2)c1
34. O=S(=O)(NCc1cn2ccsc2n1)c1ccc(Oc2ccccc2)cc1
35. Cc1nc(CN2CCN(C(=O)c3ccc(Br)cc3)CC2)cs1
36. Cc1ccc(S(=O)(=O)NNC2=NCCCCC2)cc1
37. NC(=O)[C@@H]1CCCNc2c(I)cc([N+](=O)[O-])cc2C(=O)N[C@@H](CO)C(=O)NCC(=O)N1
38. Cc1ccccc1NC(=O)NCc1ccc2c(c1)OCO2
39. O=C(COC(=O)/C=C/c1ccc(F)cc1)Nc1ccc(Cl)cn1
40. C/[N+]([O-])=C\c1ccc([N+](=O)[O-])o1

assay / entry	33	34	35	36	37	38	39	40
HRas wt GTP bind	95	100	100	99	98	98	93	97
Rab7 wt GTP bind	96	96	97	106	103	101	96	105
Rab2 wt GTP	94	97	98	98	100	98	93	100
Pf gamet viab	-6	/	/	-14	/	7	-8	/
Rac1 wt modul	92	101	101	101	103	98	96	100
Rac1 act GTP bind	94	100	100	98	97	95	93	95
RGS8-Gao	102	100	104	101	99	102	100	102
Mcl-1 Bim block	-5	0	-3	1	0	-2	-2	-2
Mcl1-Bid inh	-23	-4	-30	-30	5	-19	-3	-36
Mcl1 Noxa PPI	-9	-3	9	15	-4	-9	9	12
Cdc42 wt GTP	93	101	103	98	102	96	94	96

41. Cc1c(C(=O)Nc2c(C)n(C)n(-c3ccccc3)c2=O)oc2ccccc12
42. Cc1ccc2[nH]c3c(c2c1)CCCC3=O
43. CSc1ccc(/C=C(/NC(=O)c2ccccc2)C(=O)N2CCN(C)CC2)cc1
44. O=C1CC(C(=O)Nc2ccccc2)N=C(N2CCOCC2)N1 (stereo not given)
45. Cc1ccc2c(c1)c1c(n2CC(O)CN2C(=O)CNC2=O)C(=O)CCC1 (stereo not given)
46. CC(C)C[C@H](N)c1nnc(S(=O)(=O)Cc2ccc(F)cc2)o1
47. Cc1cc(C)c2nc(NCCCNC(=S)NCCCN(C)C)c(C#N)cc2c1
48. COCCNC(=O)CS(=O)Cc1nc(-c2ccc(OC)cc2)oc1C (stereo not given)

assay / entry	41	42	43	44	45	46	47	48
HRas wt GTP bind	101	98	95	99	98	101	97	101
Rab7 wt GTP bind	103	97	96	99	96	100	98	99
Rab2 wt GTP	103	97	95	98	98	102	98	101
Pf gamet viab	/	4	-6	/	/	/	4	/
Rac1 wt modul	107	101	93	105	100	104	99	102
Rac1 act GTP bind	101	97	93	100	97	101	96	100
RGS8-Gao	102	100	121	95	102	98	102	99
Mcl-1 Bim block	0	0	-6	-2	0	-4	-1	-2
Mcl1-Bid inh	2	-3	-14	-2	-11	-27	-5	-11
Mcl1 Noxa PPI	12	12	9	-13	-2	25	11	-8
Cdc42 wt GTP	103	97	94	100	99	100	99	102

49. O=C(COc1ccc(Cl)cc1)NC1CCSC1=O (stereo not given)
50. CCCn1nnnc1SCC(=O)NNC(=O)c1ccco1
51. COC(=O)Cn1ncc2c(C)n(Cc3ccccc3)c(C)c2c1=O
52. CN(CC(=O)NC(=O)NCc1ccccc1)Cc1cccc(Cl)c1Cl
53. COc1ccc(NC(=O)CSCC(=O)NCCc2ccccn2)cc1
54. COc1ccc(-c2ccc(C(c3c(C)[nH][nH]c3=O)c3c(C)[nH][nH]c3=O)o2)c([N+](=O)[O-])c1
55. Cc1cc(N2CCN(Cc3ccc4c(c3)OCO4)CC2)n2ncnc2n1
56. COc1cccc(NC(=O)COC(=O)c2ccccc2C(=O)N2CCN(c3ccccc3)CC2)c1
57. CCOCCCNC(=O)c1c[nH]c2cc(C)ccc2c1=O
58. Cc1sc(N)nc1-c1cccs1

assay / entry	49	50	51	52	53	54	55	56	57	58
HRas wt GTP bind	100	99	103	94	92	98	107	94	96	103
Rab7 wt GTP bind	98	102	101	97	98	101	100	96	94	98
Rab2 wt GTP	102	98	102	93	93	97	104	92	96	98
Pf gamet viab	/	/	/	1	-11	25	/	/	20	9
Rac1 wt modul	101	100	102	93	88	99	111	101	99	107
Rac1 act GTP bind	99	96	98	91	91	90	101	94	95	100
RGS8-Gao	99	102	100	98	101	96	99	93	99	100
Mcl-1 Bim block	-1	1	1	-2	0	-1	-1	0	-1	0
Mcl1-Bid inh	-10	-9	-40	3	-3	-77	-6	-9	1	-37
Mcl1 Noxa PPI	24	-2	-6	17	12	25	-3	2	16	11
Cdc42 wt GTP	100	97	99	93	91	92	107	91	97	100
